HIV fusion peptide: inhibitors of HIV fusion peptide binding, primary screen, biochemical, uHTS, fluorescence dequenching (AID 1986); cell-free peptide binding, fluorescence dequenching, 30 min; higher % means a stronger effect; inhibition, % at 20 µM; hits with a dose series show IC50 in µM; hit rate 0.3% among 290,000; in the data active = inhibition mostly above about 52%, no sharp cut-off; inactive = mostly below about 76%; also: some results filed as inactive read as strong as hits
Yfh1-depleted yeast: enhancers of respiration in Yfh1-depleted yeast, dose response, Friedreich's ataxia, plus single-dose screen (AID 1465); S. cerevisiae Yfh1-off respiration, WST-1 reduction, 72 h; higher fold induction means a stronger effect; fold induction at 50 µM, or EC50 in µM where a hit was titrated; hit rate 0.074% among 220,000;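 active = fold induction of absorbance versus untreated yeast above a set limit, then at least 30% activation at any dose in follow-up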;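 also: activators that raise dye reduction in frataxin-depleted yeast; strong numbers were not always called active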
AID2073: inhibitors of Mint1-CaV2.2 protein interaction, biochemical, HTRF (AID 2073); hit rate 0.19% among 290,000; inhibition, % at 20 µM; hits with a dose series show IC50 in µM; HTRF protein-protein interaction, Mint1-CaV2.2; higher % means a stronger effect; in the data active = inhibition mostly above about 51%, no sharp cut-off; also: some results filed as inactive read as strong as hits
MT stabilize HCS: microtubule stabilizers in HeLa cells | AID 2205 | % tubulin-high responders, % at 10 µM | hit rate 0.83% among 200,000 | HeLa tubulin immunostaining HCS, 24 h; share of cells brighter than vehicle mean+2SD;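 active = plate Z-score above 3 for both tubulin-high and condensed-nucleus cell shares, with cell loss under 80%, at 10 µM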;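 also: anti alpha tubulin signal scored within the nucleus-defined area of each cell; some results filed as inactive read as strong as hits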
Ins promoter up: MIN6 insulin promoter up-regulation; hit rate 0.3% among 190,000; MIN6 insulin promoter-GFP reporter, high-content imaging; active compounds read high; AID 1625; z-score at 5 µM;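 active = z-score above 3 at 5 µM with at least 500 cells counted in the well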
Autophagy mod: autophagy modulation, high-content screen. AID 463193. calls only at 10 µM (by protocol). MEF GFP-LC3 puncta imaging; test concentration mostly 10 µM. hit rate 0.98% among 190,000;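 active = percentage of spot-positive cells more than 3 SD above its plate mean, without a fluorescence outlier flag or 80% toxicity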;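 also: spot-positive cell cutoff set from DMSO-treated cells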
Dynein transport: blocks dynein driven cargo transport along microtubules | 3617.4 mouse cells, GR-EGFP nuclear translocation imaging; test concentration mostly 20 µM; stimulated with dexamethasone, 1 µM; active compounds read low | z-score, hits read low | hit rate 0.47% among 220,000;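 active = plate z-score of nuclear minus cytoplasmic receptor signal below a set negative limit, without overly bright fluorescence or cell loss, cut at about -3.5 in these data, passing the limit was not always enough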;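 also: z-score of nuclear minus cytoplasmic ring GR-EGFP intensity difference per well; some compounds called inactive have numbers as strong as hits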
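Schedule: 48 h induction, then 1 h compound, then 30 min agonist, 37 °C. Buffer or medium: tetracycline-free induction medium containing charcoal-stripped FBS. Reagent: 1.0 µM final dexamethasone stimulus. Evaluation: nuclear versus cytoplasmic GR-EGFP signal, averaged per well. Signal: high-content fluorescence imaging after fixation.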
bCat nuc transl: beta-catenin nuclear translocation modulation; nuclear translocation activity, % at 5 µM; HeLa beta-catenin nuclear translocation, immunofluorescence imaging; hit rate 0.3% among 190,000;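 active = nuclear translocation activity above 50% at 5 µM, with a well cell count of 50 or more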;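 also: per-cell ratio of nuclear to cytoplasmic median beta-catenin stain intensity; plate controls were DMSO negative control for no effect and GSK-3 inhibitor IX positive control for full effect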
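System: Human HeLa cells, endogenous beta-catenin | Compound dosing: 5 µM primary, 0.02–20 µM confirmation | Timing: 24 h compound exposure at 37°C, 5% CO2 | Measured by: Fluorescence imaging of beta-catenin antibody stain plus DAPI | Read-out basis: % activation of per-cell nuclear versus cytoplasmic median beta-catenin signal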
WT yeast gro inh: growth inhibition of WT yeast, mitochondrial fusion screen; mitochondrial fusion phenotypic screen, WT strain; inhibition, % at 10 µM; hit rate 2.1% among 190,000; in the data active = inhibition above about 58%; tested in S. cerevisiae
WT yeast gro inh mutant strain: recorded beside WT yeast gro inh, whose call it bears; inhibition, %; mitochondrial fusion phenotypic screen, mutant strain inhibition
Dynein transport cytoplasmic EGFP: second read-out of Dynein transport, no call of its own (marks repeat the call); z-score; measured here: cytoplasmic GR-EGFP intensity; active compounds read high
Dynein transport nuclear GR-EGFP: also measured in Dynein transport; calls as there; z-score; measured here: nuclear GR-EGFP intensity;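 lower value marks the stronger effect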
Dynein transport cell count: recorded beside Dynein transport, whose call it bears; z-score; measured here: cell count per field
Ins promoter up cell count: also measured in Ins promoter up; calls as there; cell count; measured here: cytotoxicity, nuclei count;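 total cells summed across four imaged fields per well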
bCat nuc transl cell count 5 µM: second read-out of bCat nuc transl, no call of its own (marks repeat the call); cell count; measured here: cell count, cytotoxicity flag
MT stabilize HCS Hoechst-high %: further read-out of MT stabilize HCS, marked with its call; % Hoechst-high responders; measured here: nuclear condensation Hoechst responders;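 share of cells brighter than vehicle mean plus two SD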
MT stabilize HCS cytotoxicity %: second read-out of MT stabilize HCS, no call of its own (marks repeat the call); toxicity, %; measured here: cytotoxicity by cell density;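 0% = mean cell density of plate MIN control wells and 100% = no cells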
Autophagy mod cell loss 18 h: also measured in Autophagy mod; calls as there; toxicity, %; measured here: cell loss, nuclei count;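 cell loss after 18 h compound exposure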
Active calls of the source: *; i = inactive; . = not tested or not shown; + = active, no number; & = joins results of further samples.

SMILES	HIV fusion peptide	Yfh1-depleted yeast	AID2073	MT stabilize HCS	MT stabilize HCS Hoechst-high %	MT stabilize HCS cytotoxicity %	Ins promoter up	Ins promoter up cell count	Autophagy mod	Autophagy mod cell loss 18 h	Dynein transport	Dynein transport cytoplasmic EGFP	Dynein transport nuclear GR-EGFP	Dynein transport cell count	bCat nuc transl	bCat nuc transl cell count 5 µM	WT yeast gro inh	WT yeast gro inh mutant strain
Cc1ccc(-c2ccc(=O)n(CC(=O)N3CCN(c4cccc(C)c4)C(C)C3)n2)cc1 (stereo not drawn)	2.0%	i	5%	1.9	1.6	9.3	-0.55	1523	i	10	4	-0.011	1.9	-2.1	1.7	1314	16	-6
COc1cccc(OC)c1/C(O)=C(\C#N)c1nc2ccccc2[nH]1	-1.4%	i	-3%	15	13	5.1	0.25	1344	i	-12	1.3	-0.18	1.3	-1.6	2.6	1355	0	38
CCOn1c(=O)c[n+]([O-])c2ccccc21	0.5%	i	5%	2.2	1.2	5.7	1.6	1619	i	19	0.28	-0.18	0.36	-0.64	-1.4	1034	-2	-2
O=C(NC1CCN(C(=O)N2c3ccccc3Sc3ccccc32)CC1)c1ccccc1F	-2.6%	i	-1%	1.7	0.6	7.5	.	.	i	9	-0.11	-0.22	-0.35	0.26	.	.	35	5
CCOC(=O)c1sc(SC)c2c1CCC/C2=N/OC	-2.7%	i	-6%	.	.	.	0.56	964	.	.	-0.37	-0.12	0.24	0.99	0.3	1290	.	.
CC1(C)Cc2nc(-c3ccccc3)n3cnnc3c2CO1	-0.7%	i	14%	3.8	2.1	6.8	-0.19	1254	i	5	0.041	-0.31	0.6	0.14	-3.5	1091	-4	-3
COCCN(CCOC)S(=O)(=O)c1ccc(C(=O)Nc2nc(-c3ccncc3)cs2)cc1	0.0%	i	9%	5.1	2.4	7.0	0.8	1325	i	8	-0.59	-0.25	-0.11	-0.3	-1.8	1405	4	21
O=C(NC(=S)Nc1ccccc1N1CCOCC1)c1ccc(-c2cccc(Cl)c2)o1	0.5%	i	0%	6.7	2.5	11	-0.66	1405	i	8	-0.96	-0.2	-0.65	-0.002	0.8	1114	17	11
CCn1c(CSc2nc3ccccc3s2)nnc1SCC(=O)OC(C)(C)C	1.9%	i	-4%	1.8	1.9	7.5	-0.3	853	i	3	-0.13	-0.11	0.098	0.76	3.6	1117	2	8
CCOc1cc2c(C#N)c(N3CCNCC3)nc(N)c2c(N)n1	45%	i	43%	1.8	1.6	2.6	.	.	i	24	-0.57	-0.084	0.25	-0.91	0.9	1003	1	-20
CC1CCN(C(=O)Cn2nnc(-c3cccs3)n2)CC1	-1.0%	i	16%	3.1	2.2	6.4	-0.15	1419	i	13	-0.59	-0.34	-0.15	0.79	2.0	980	-20	-14
CNC(=S)Nc1ccc([N+](=O)[O-])cc1	0.0%	i	-13%	3.3	2.0	6.6	.	.	i	2	1.4	-0.14	0.75	-1.2	-1.6	1139	17	-26
c1ccc(-n2cccc2CNC2CCCCC2)cc1	-1.8%	i	1%	2.5	2.4	9.6	-0.7	1240	i	26	0.038	0.58	0.32	-0.18	5.2	848	1	5
CCC(=O)c1ccccc1OCCCn1cncn1	1.6%	i	3%	3.5	3.3	0.6	-0.04	1161	i	-4	0.84	-0.22	0.4	-0.17	.	.	-3	-14
Cc1ccc(S(=O)(=O)/C(C#N)=C/c2c(N3CC(C)OC(C)C3)nc3c(C)cccn3c2=O)cc1 (stereo not drawn)	10%	i	3%	1.2	1.6	6.8	-0.36	969	i	5	-0.6	-0.3	-0.22	0.45	-2.5	1239	27	31
CN1C(=O)C2(c3ccccc31)c1c(oc3ccccc3c1=O)C(=O)N2CCCO (stereo not drawn)	-1.1%	i	9%	.	.	.	-0.07	1129	.	.	0.15	-0.21	0.21	-0.16	0.7	1285	.	.
Cn1c(=O)c2cn(Cc3ccc(Cl)cc3)cc2n(C)c1=O	-1.8%	i	-1%	3.0	2.8	6.4	-0.18	1389	i	4	-0.38	-0.23	-0.24	1.3	.	.	-14	-10
Brc1ccc2nc(-c3c[nH]c4ccccc34)cn2c1	4.2%	i	20%	4.6	1.8	11	0.47	1213	i	-10	1.7	3.8	1.7	-0.69	-0.5	1106	15	35
Cc1ccc(OCC(=O)Nc2sc3c(c2C#N)CCC3)cc1C	9.9%	i	-13%	2.0	1.2	8.0	.	.	i	-25	-0.97	0.019	-0.87	-1.6	.	.	14	-11
Cc1ccc(-c2nc3ccccc3c(C(=O)NCc3cccs3)c2C)cc1	-0.5%	i	-11%	1.8	1.0	9.3	.	.	i	-15	-1.8	-0.12	-1.1	0.62	.	.	-1	-3
CC(=O)N(Cc1cc(=O)[nH]c2ccccc12)c1cccc(C)c1	-0.7%	i	25%	1.6	2.5	7.6	0.56	1070	i	6	0.53	-0.29	0.27	0.031	-2.2	1186	65*	16*
Cn1ncc(N2CCN(S(=O)(=O)c3ccc(Br)cc3)CC2)c(Cl)c1=O	2.2%	i	-10%	2.2	1.9	5.6	-0.42	1617	i	5	-0.72	-0.35	0.15	1	-2.6	1043	-2	6
Cc1ccc(S(=O)(=O)NC(=O)NN2CCCCCC2)cc1	1.2%	i	-10%	1.8	2.4	1.6	.	.	+	-12*	0.67	-0.27	0.74	0.45	.	.	1	-5
CCOC(=O)c1ccccc1NC(=O)CN1C(=O)CCS(=O)(=O)c2ccccc21	0.0%	i	-5%	2.5	1.0	8.4	.	.	i	0	-0.61	-0.19	0.21	0.28	0.5	1147	-13	1
O=C(O)c1ccc(N2C(=O)CCCC2=O)cc1	-0.2%	i	10%	.	.	.	-0.26	1117	.	.	-0.0098	-0.22	0.0067	0.057	0.3	1359	.	.
(further entries)
SMILES	HIV fusion peptide	Yfh1-depleted yeast	AID2073	MT stabilize HCS	MT stabilize HCS Hoechst-high %	MT stabilize HCS cytotoxicity %	Ins promoter up	Ins promoter up cell count	Autophagy mod	Autophagy mod cell loss 18 h	Dynein transport	Dynein transport cytoplasmic EGFP	Dynein transport nuclear GR-EGFP	Dynein transport cell count	bCat nuc transl	bCat nuc transl cell count 5 µM	WT yeast gro inh	WT yeast gro inh mutant strain
Cc1c(NS(C)(=O)=O)cccc1-c1nc2cccnc2s1	-1.4%	i	18%	.	.	.	-0.13	1143	.	.	1.5	-0.13	0.72	-0.59	-0.6	1296	.	.
CCCCOc1cc(C(=O)NCCN(CC)CC)c2ccccc2n1	-0.3%	i	-1%	2.0&3.3	2.5&1.6	10&1.9	.	.	i	12&16	-0.34&1.3	-0.25&-0.18	0.011&0.89	1.1&-0.27	0.4	508	3&27	1&18
Cc1cc2nc(-c3ccccn3)c(-c3ccccn3)nc2cc1C	1.7%	i	12%	.	.	.	-0.47	1128	.	.	0.27	-0.22	0.58	-0.77	-0.6	1347	.	.
CCOC(=O)c1cc2c(ccn2C)n1CC(=O)N(Cc1ccccc1)c1ccc(F)cc1	-0.8%	i	3%	1.3	1.3	10	-0.33	1387	i	-11	0.39	-0.097	0.55	-0.69	-2.3	1089	15	9
CCNc1ccc(P(=O)(c2ccccc2)c2ccccc2)cc1	-1.0%	i	-8%	6.1	2.3	5.5	0.1	1173	i	11	-0.33	0.25	0.17	-0.029	0.5	1031	-19	-2
CC(C)C1OC2c3cccc4cccc(c34)C2N1c1ccccc1 (stereo not drawn)	10%	i	-4%	4.1	2.8	3.4	.	.	i	3	0.9	-0.23	0.38	-0.27	1.2	1066	20	-9
CCn1c(O)c(/C=C/C=C/C=Nc2ccccc2)sc1=S	9.7%	i	2%	6.2	1.6	4.6	0.09	1388	i	-4	-0.56	-0.15	-0.89	0.26	2.6	1504	-1	0
O=c1c(Cc2ccc(F)cc2)c(O)ccn1CC1CCCO1 (stereo not drawn)	-1.2%	i	-3%	2.8	0.9	4.7	-0.48	1663	i	1	-0.5	-0.38	-0.28	1.1	-1.5	1013	-9	6
Cc1cccc(NC(=O)CSc2nc(C)c(Cc3ccccc3)c(=O)[nH]2)c1	1.5%	i	36%	3.3	4.6	7.8	0.86	1373	i	-5	-0.25	-0.32	-0.56	-0.38	-1.1	1147	-10	-12
Cc1cc(=O)n2c3c(cccc13)CCC2	-0.5%	i	-1%	2.8	3.2	8.0	.	.	i	12	-1	-0.33	-1.1	1.2	-1.1	1133	-5	8
CCN1CCCCC(=N/O)/C(=N/O)CCCC1	3.2%	i	3%	.	.	.	0.86	1097	.	.	-0.56	-0.25	0.19	0.25	-0.8	1377	.	.
CC1CCN(C(=O)CSc2ccc(-c3cccc([N+](=O)[O-])c3)nn2)CC1	2.1%	i	-6%	3.9	2.2	10	0.06	1304	i	5	-0.96	-0.34	0.03	0.45	0.4	1048	-1	7
CCCCc1nnc(NC(=O)CC(=O)Nc2ccccc2C(=O)O)s1	5.6%	i	4%	1.7	1.4	6.1	0.57	907	i	-4	1	0.042	0.72	-1.6	-6.2	1226	-17	2
CCOc1ccc(S(=O)(=O)Nc2ccc3c(c2)OCO3)c2cccnc12	3.3%	i	-18%	5.3	2.4	10	-1.3	1093	i	4	-0.77	-0.17	-0.043	0.83	-0.1	1434	0	5
CC(C)(C)c1ccc(N2C(=O)CSC2c2cccnc2)cc1 (stereo not drawn)	-1.2%	i	4%	.	.	.	-0.35	1378	.	.	-0.42	-0.21	-0.44	0.95	0.3	1082	.	.
CCOc1nc(Nc2ccc(OC)c(Cl)c2)nc(OCC)n1	-1.6%	.	2%	1.5	0.7	4.7	-1.6	1071	i	-10	0.66	0.018	0.77	-0.71	.	.	25	33
